Assay outcomes as filed in PubChem BioAssay.
Glioma ERSR ind – ER stress response induction in glioma; actives 0.02% (n = 420,000); Potency, µM, inactives show at the top dose activation, actives largely listed as activators; AID 602332; U87-MG GRP78 promoter luciferase reporter, 16 h; also: potency is read from the fitted curve at half-maximal effect; series mostly up to about 76 µM; % of control where 0% means no effect; nearly all actives have a fitted effect of over 35% in size
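ERSR induction read as luciferase luminescence (Bright-Glo, 10 min at room temperature) in stably transfected human U87-MG glioma cells exposed to compounds for 16 h, using GRP78 as sensor.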
D2 PAM – positively modulates the human D2 dopamine receptor allosterically. P14416. HEK293 T-REx D2, calcium flux, EC20 dopamine potentiation. potentiation, % at 10 µM. actives 0.34% (n = 340,000);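 active = potentiation over 3 SD above the plate norm, cut at about 30% in these data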; also: 0% is about no effect
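Potentiation of an EC20 dopamine calcium response is measured in a force-coupled, tetracycline-inducible Hek293 Trex D2 line. Compound-only kinetic reads over 180 s flag agonists before dopamine addition.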
D1 potentiator – human D1 dopamine receptor positive modulation | HEK293 TREx D1 cells, calcium flux, dopamine EC20 potentiation | potentiation, % at 10 µM | P21728 | actives 0.036% (n = 360,000); in the data active = potentiation above about 30%; also: 0% is about no effect
Target sequence (P21728 whole entry, looked up): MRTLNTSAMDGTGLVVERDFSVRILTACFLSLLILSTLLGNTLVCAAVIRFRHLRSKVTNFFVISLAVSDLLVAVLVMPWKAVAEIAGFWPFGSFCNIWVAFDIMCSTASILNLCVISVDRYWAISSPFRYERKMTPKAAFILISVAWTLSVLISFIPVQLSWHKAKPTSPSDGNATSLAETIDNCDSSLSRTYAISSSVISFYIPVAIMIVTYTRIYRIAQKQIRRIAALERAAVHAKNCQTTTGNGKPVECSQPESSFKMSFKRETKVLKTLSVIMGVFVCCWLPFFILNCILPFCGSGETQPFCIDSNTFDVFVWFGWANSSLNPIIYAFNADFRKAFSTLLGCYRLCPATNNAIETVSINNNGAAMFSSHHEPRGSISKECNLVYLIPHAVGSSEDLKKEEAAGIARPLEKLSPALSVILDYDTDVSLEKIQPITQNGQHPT
RXFP1 agonist – activates the human relaxin receptor RXFP1; Potency, µM (titrated, usually from 57.5 µM), for inactives: top-dose activation, usual class: activators; Q9HBX9; actives 0.3% (n = 370,000); HEK293T-RXFP1 cAMP TR-FRET, 30 min; response scale: percent of porcine relaxin response, buffer zero; also: potency is read from the fitted curve at half-maximal effect; % is scaled to controls: 0 for no effect and ±100 for the full control effect; nearly all actives have a fitted effect of over 60% in size; many of its hits are not listed in these tables
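HEK293 cells stably expressing RXFP1, treated 30 min at 37C with compounds plus PDE4 inhibitor Ro 20174; cAMP measured by HTRF TR-FRET. Normalized to buffer and 29 nM porcine relaxin; EC50 by Hill fit.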
D1 antag – antagonists of human D1 dopamine receptor; P21728; HEK293 TREx D1 cells, calcium flux, dopamine EC80; active compounds read low; activity change, negative = inhibition, % at 10 µM; actives 3.2% (n = 360,000); in the data active = activity change below about -30%; also: % is scaled to controls: 0 for no effect and ±100 for the full control effect
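Inducible Hek293 Trex D1 cells (tetracycline, overnight, 30 C). Calcium dye 30–90 min RT. Antagonist mode: EC80 dopamine added after 180 s compound read.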
D1 ag – agonists of human D1 dopamine receptor; P21728; HEK293 T-REx D1 cells, calcium flux, agonist mode; activation, % at 2 µM; actives 1% (n = 360,000); AID 504660; in the data active = activation above about 30%; also: 0% is about no effect
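Inducible HEK293 T-REx D1 cells, force-coupled to calcium signalling, were plated at 4000 cells/well with tetracycline and held overnight at 30 C. After no-wash calcium dye loading, compound-evoked calcium rise over 180 s flagged agonists.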
Vif-APOBEC3F blk – inhibitors of Vif-A3F interaction | HeLa A3F-eYFP + Vif (tagged APOBEC3F with the HIV-1 protein that degrades it), YFP fluorescence increase | Potency, µM (doses to about 46.1 µM), without a hit: at the top dose activity, negative = active | actives 0.2% (n = 390,000); also: potency is read from the fitted curve at half-maximal effect; % of control where 0% means no effect; nearly all actives have a fitted effect of over 65% in size
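HeLa cells stably expressing A3F-eYFP plus Vif, plated and incubated overnight at 37 deg C, then exposed to compounds overnight at 37 deg C. Blocked degradation read as raised yellow fluorescence (Ex 488/Em 500-530).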
Vif-A3G inh – Vif-A3G binding inhibition; Q9HC16; HeLa A3G-eYFP + Vif (tagged APOBEC3G with the HIV-1 protein that degrades it), YFP fluorescence, overnight; Potency, µM (series often up to 46.1 µM), for the others: at the highest dose activity, negative = active, most hits filed as inhibitors; actives 0.076% (n = 410,000);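 also: potency is read from the fitted curve at half-maximal effect; % is scaled to controls: 0 for no effect and ±100 for the full control effect; nearly all actives have a fitted effect of over 60% in size; hits raise eYFP signal because A3G escapes Vif-driven loss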
Target sequence (Q9HC16 whole entry, looked up): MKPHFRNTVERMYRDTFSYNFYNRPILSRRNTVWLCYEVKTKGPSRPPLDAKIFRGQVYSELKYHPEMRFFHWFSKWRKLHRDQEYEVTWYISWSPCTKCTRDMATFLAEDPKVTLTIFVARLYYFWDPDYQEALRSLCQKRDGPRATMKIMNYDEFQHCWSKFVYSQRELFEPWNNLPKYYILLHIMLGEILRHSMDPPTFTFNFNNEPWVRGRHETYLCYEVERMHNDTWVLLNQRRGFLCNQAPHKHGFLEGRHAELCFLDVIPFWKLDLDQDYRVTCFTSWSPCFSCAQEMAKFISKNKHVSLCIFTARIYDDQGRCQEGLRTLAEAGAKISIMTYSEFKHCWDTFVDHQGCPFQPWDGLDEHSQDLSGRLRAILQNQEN
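HeLa cells stably expressing Vif and C-terminally eYFP-tagged A3G, seeded overnight at 37 deg C, then exposed to compound by pintool overnight at 37 deg C. Rise in yellow fluorescence (Ex 488/Em 500-530, Acumen) marks blocked Vif-driven A3G degradation.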
LDHA inh – inhibitors of human lactate dehydrogenase A. P00338. purified LDHA, NADH/diaphorase-resazurin fluorescence; active compounds read low. activity change, % (values are at about 110 or 230 µM). actives 0.15% (n = 480,000); in the data active = activity change below about -30%; inconclusive = mostly about -25% to -30%;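 also: plate controls were DMSO wells for no effect and wells without enzyme for full effect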
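Resorufin fluorescence (ex540/em590), read at 0 and 20 min after diaphorase/resazurin addition, reports the NADH left after a 5 min room-temperature reaction of 2 nM human LDH5 with 0.06 mM NADH and 0.2 mM pyruvate.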
* = called active by the depositor; ? = inconclusive; . = no result given; & = joins results of further samples. Unless noted, calls follow the shape of the dose curve; as a rule, active = well fitted curve in the direction sought with a large enough effect; inconclusive = small, poorly fitted or top-dose-only effect, or another doubt; inactive = no such curve, though single readings can be large; an effect the other way counts as inactive or inconclusive. Some of the compounds tested; the hit share may differ from the screen's.

Screens by letter: A = Glioma ERSR ind; B = D2 PAM; C = D1 potentiator; D = RXFP1 agonist; E = D1 antag; F = D1 ag; G = Vif-APOBEC3F blk; H = Vif-A3G inh; I = LDHA inh
> CCSc1nc2sc3c(c2c2[n+]1CC(CBr)O2)CCCC3 (centres undefined)
  A: -3%; B: 4; C: 0; D: 1.0%; E: 6; F: 1; G: 14%; H: 0%; I: -2

> COCCNC(=O)Cn1cc(/C=C(\C#N)C(=O)NC2CCCC2)c2ccccc21
  A: ?; B: -7; C: 33*; D: -0.4%; E: -4; F: 1; G: 7%; H: 3%; I: -2

> N#Cc1ccc(C23CC4(C2)[C@H](CN(Cc2cccnc2)[C@@H]4c2ccccc2)C3c2ccccc2)cc1 (some centres undefined)
  A: -4%; B: 17; C: 4; D: 0.0%; E: -17; F: 2; G: 6%; H: -12%; I: -1

> COc1ccccc1CN1CCN(C2CCN(C(=O)Nc3ccccc3)CC2)C(=O)C1=O
  A: -2%; B: -3; C: -1; D: -0.7%; E: -10; F: -1; G: 3%; H: -2%; I: 2

> CC(=O)OCCN(CCOC(C)=O)c1c(C)[nH]c(=O)[nH]c1=O
  A: -1%; B: 1; C: -5; D: 0.5%; E: 29; F: 3; G: -5%; H: 0%; I: -1

> CCOC(=O)CNC(=O)c1ccc(Cl)s1
  A: -1%; B: 12; C: -2; D: -1.8%; E: 2; F: -1; G: 4%; H: 0%; I: -3

> CCC(=O)N1CCN(c2ccccc2NC(=O)COc2cccc(C)c2)CC1
  A: 0%; B: 23; C: 0; D: 0.5%; E: -5; F: 0; G: -2%; H: -4%; I: -6

> Cc1cccc2cc(C#N)c(SCC(=O)NCc3cccs3)nc12
  A: -3%; B: -3; C: -2; D: 13µM*; E: 9; F: 4; G: -9%; H: 1%; I: 2

> CCC(O)(c1ccccc1)C(CN1CCOCC1)c1ccccc1 (centres undefined)
  A: -5%; B: 2; C: 2; D: 0.7%; E: 3; F: 3; G: -13%; H: 0%; I: -20

> O=C(N/N=C/c1ccc[nH]1)c1cc(-c2ccc(Cl)cc2)nc2ccccc12
  A: 3%; B: -11; C: -7; D: 2.5%; E: .; F: 0; G: 2%; H: -11%; I: -9

> Cc1ccc(C(=O)C(C)OC(=O)c2n[nH]c(=O)c3ccccc23)cc1 (centres undefined)
  A: 1%; B: -14; C: 4; D: 5.4%; E: 4; F: 3; G: -6%; H: -1%; I: 5&-2

> O=C1OCCN1C(=O)[C@H]1[C@H](c2ccccc2)C(c2ccccc2)=NN1c1ccc(Br)cc1
  A: -2%&-8%; B: .; C: .; D: .; E: .; F: .; G: 8%; H: -1%; I: -5

> Cc1cc(=O)[nH]c(Sc2c(-c3ccccc3)c3ccccc3[nH]c2=O)n1
  A: -3%; B: 9; C: 5; D: 11%; E: 1; F: 0; G: -1%; H: -1%; I: 1

> O=C(CN1C(=O)COc2ccccc21)NCCCN1CCCCC1
  A: -4%; B: -8; C: -4; D: 1.8%; E: -11; F: -1; G: -1%; H: 0%; I: -5

> Cc1ccc(CCNC(=O)c2ccc3nc4ccc(Cl)cc4c(=O)n3c2)cc1
  A: -3%; B: -7; C: 7; D: 1.5%; E: 8; F: 0; G: -7%; H: 2%; I: -4&4

> COc1ccc2c(c1)[C@H]1[C@H](CO2)[C@H](c2ccccc2)[C@]2(C)C(=O)N[C@@H](C)C(=O)N12
  A: .; B: -25; C: -3; D: -0.2%; E: .; F: -1; G: .; H: .; I: .

> CCn1c2ccccc2c2cc(NC(=O)COc3ccc(C)c(C)c3)ccc21
  A: -3%; B: 10; C: -5; D: 3.0%; E: -6; F: -1; G: 2%; H: 0%; I: 6

> Cn1c(=O)c2ccccc2n2c(CCC(=O)N3CCN(c4cccc(Cl)c4)CC3)nnc12
  A: -4%; B: -9; C: 2; D: 5.6%; E: 6; F: 0; G: -2%; H: -4%; I: -3

> Cc1cnc(NC(=O)c2cccc(S(=O)(=O)N3CCOCC3)c2)s1
  A: 10%; B: -10; C: -1; D: 4.4%; E: 0; F: 1; G: -10%; H: -5%; I: 0

> CCOc1ccc(S(=O)(=O)N2CCC(C(=O)NCCc3ccc(S(N)(=O)=O)cc3)CC2)cc1
  A: -5%; B: -1; C: 3; D: 1.3%; E: -1; F: 0; G: -8%; H: 2%; I: -3

> C/C(=N\NC(=O)C1(C)CC1(Br)Br)c1ccc([N+](=O)[O-])cc1 (centres undefined)
  A: -5%; B: -9; C: 1; D: -1.4%; E: 35; F: -1; G: 3%; H: -1%; I: -6

> CCOC(=O)Cc1csc(NC(=O)CSc2nc(-c3ccccc3)c(C#N)c(=O)[nH]2)n1
  A: 0%; B: -1; C: -3; D: ?; E: -7; F: 2; G: 2%; H: 0%; I: 4

> CCCCC(=O)Nc1c(C(=O)N2CCN(c3ccccc3)CC2)oc2ccccc12
  A: -2%; B: 0; C: -1; D: 12%; E: -48*; F: 2; G: 10%; H: 2%; I: -1

> C/C(=C\c1ccco1)C1C(C#N)=C(N)OC2=C1C(=O)CC(C)(C)C2 (centres undefined)
  A: -2%; B: .; C: -3; D: 0.3%; E: 3; F: 1; G: 0%; H: -1%; I: 13

> Cc1[nH]c2ccccc2c1C(=O)CN1CCN(C2CCCCC2)CC1
  A: .; B: -43; C: 3; D: 0.7%; E: 5; F: 2; G: .; H: .; I: .

Reformatted: entries from further up.
Screens in order – Glioma ERSR ind | D2 PAM | D1 potentiator | RXFP1 agonist | D1 antag | D1 ag | Vif-APOBEC3F blk | Vif-A3G inh | LDHA inh
- CCSc1nc2sc3c(c2c2[n+]1CC(CBr)O2)CCCC3 (centres undefined)
 : -3% | 4 | 0 | 1.0% | 6 | 1 | 14% | 0% | -2
- COCCNC(=O)Cn1cc(/C=C(\C#N)C(=O)NC2CCCC2)c2ccccc21
 : ? | -7 | 33* | -0.4% | -4 | 1 | 7% | 3% | -2
- N#Cc1ccc(C23CC4(C2)[C@H](CN(Cc2cccnc2)[C@@H]4c2ccccc2)C3c2ccccc2)cc1 (some centres undefined)
 : -4% | 17 | 4 | 0.0% | -17 | 2 | 6% | -12% | -1
- COc1ccccc1CN1CCN(C2CCN(C(=O)Nc3ccccc3)CC2)C(=O)C1=O
 : -2% | -3 | -1 | -0.7% | -10 | -1 | 3% | -2% | 2
- CC(=O)OCCN(CCOC(C)=O)c1c(C)[nH]c(=O)[nH]c1=O
 : -1% | 1 | -5 | 0.5% | 29 | 3 | -5% | 0% | -1
- CCOC(=O)CNC(=O)c1ccc(Cl)s1
 : -1% | 12 | -2 | -1.8% | 2 | -1 | 4% | 0% | -3
- CCC(=O)N1CCN(c2ccccc2NC(=O)COc2cccc(C)c2)CC1
 : 0% | 23 | 0 | 0.5% | -5 | 0 | -2% | -4% | -6

Following part
SMILES | Glioma ERSR ind | D2 PAM | D1 potentiator | RXFP1 agonist | D1 antag | D1 ag | Vif-APOBEC3F blk | Vif-A3G inh | LDHA inh
COc1cc(NC(=O)c2ccccc2-c2ccccc2)cc(OC)c1 | -3% | 3 | -2 | 2.1% | 5 | 5 | 1% | -2% | -9
CN1C(=O)CC(C(=O)O)SC1=Nc1ccc(F)cc1 (centres undefined) | -1% | 7 | -2 | 1.7% | 3 | 1 | -3% | -1% | 0
O=[N+]([O-])c1ccc(Nc2nc(N/N=C/c3cccc(F)c3)nc(N3CCCC3)n2)cc1 | -9% | 1 | -4 | 0.0% | -4 | 1 | 1% | -11% | -10
Cc1ccc(C(C)C)cc1OCC(=O)Nc1ccc(N2CCCCC2)cc1 | -3% | 2 | -1 | -0.6% | -4 | 1 | ? | 3% | -4
COc1ccc(NC(=O)C2CCCN(S(=O)(=O)c3c(C)n[nH]c3C)C2)cc1 (centres undefined) | -4% | 0 | -2 | 1.4% | -8 | 2 | 5% | 2% | 0
CCOC(=O)c1[nH]c(C)c(C(=O)OCC(=O)NC(C)c2ccc(F)cc2)c1C (centres undefined) | -2% | -12 | . | 2.6% | -12 | 6 | -20% | ? | -11
CCc1cccc(NC(=O)C(NC(=O)C2CCCCC2)C(C)C)c1 (centres undefined) | -1% | . | 1 | 0.7% | 5 | 0 | 8% | -6% | -6
CCCCN(C(=O)c1ccncc1)c1c(N)n(CCC)c(=O)[nH]c1=O | -2% | . | . | . | . | . | -11% | -5% | -7
O=C(CN1C(=O)C2CCCN2c2ncc(Cl)cc21)NCc1ccc2c(c1)OCO2 (centres undefined) | -3% | 20 | 2 | -1.7% | -8 | 1 | -5% | 0% | 1
COc1ccc(C(=O)O/N=C(\C)c2nccs2)cc1 | 7% | 9 | 10 | -1.2% | 1 | 2 | 4% | 2% | -1
CCOC(=O)c1c(-c2ccccc2)oc2ccc(OC(C)C(=O)O)cc12 (centres undefined) | -3% | 16 | -3 | 12% | 1 | 3 | 5% | -4% | -8
Cc1ccc(C(=O)NCC(=O)N2CCc3ccccc3C2)cc1C | -2% | -7 | -2 | 1.8% | -24 | -1 | -7% | 4% | -17
CC(C)CC(=O)NCC(c1ccc2c(c1)OCO2)N1CCN(c2ccccc2F)CC1 (centres undefined) | -2% | -19 | 0 | -1.1% | 17 | 6 | 1% | 3% | -3
Cc1ccc(CC2CC(=O)N(CCc3ccccc3)C2=O)cc1 (centres undefined) | 5% | 8 | -4 | -0.4% | -2 | 2 | 5% | 0% | -5
Cc1ccnc(NS(=O)(=O)c2ccc(NC(=O)C3C4C=CC(C4)C3C(=O)O)cc2)n1 (centres undefined) | -3% | 11 | 14 | 1.3% | 2 | 0 | -12% | 6% | -1
NC(=O)CN1C(=O)NC(c2ccccc2)(c2ccccc2)C1=O | -3% | 1 | -4 | -0.2% | -6 | 2 | 0% | 2% | -4
CCN(c1ccccc1)S(=O)(=O)c1ccc(Cl)c(C(=O)NCCc2ccc(OC)cc2)c1 | -3% | 9 | -2 | -5.8% | 10 | 21 | 4% | 0% | -6
CCNC(=O)CSc1nnc(-c2ccccc2Br)n1-c1cccc(C(F)(F)F)c1 | -3% | 4 | -3 | 0.0% | -2 | 6 | -7% | -7% | 3
